# GPT2 inh: GPT2 alanine aminotransferase inhibition; Q8TD30; Recombinant GPT2, coupled pyruvate oxidase/HRP Amplex Red fluorescence; Potency, µM (highest dose often 57.7 µM), for the others: at the top dose activity change, negative = inhibition, hits mostly inhibitors; 100,000 tested, 0.25% active; AID 1671188; note: potency is the fitted concentration of half-maximal effect; nearly all actives have a fitted effect of over 60% in size; many of its hits are not listed in these tables
#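 Inhibition is scored from Amplex Red fluorescence generated when pyruvate oxidase and HRP act on pyruvate released by GPT2. Reactions contain 10ng/uL enzyme, 250uM a-KG and 2mM L-alanine and run 30 min at room temperature.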
# SNCA expr inh: reduces expression of the alpha-synuclein gene. 140,000 tested, 0.17% active. Potency, µM (titrated, usually from 57.2 µM), for inactives: at the top dose activity change, negative = inhibition, hits mostly inhibitors. HEK-293 SNCA-luciferase knock-in, luminescence, 24 h. AID 1671194;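 note: potency is the fitted concentration of half-maximal effect; plate controls were DMSO cells for no effect and cell-free wells for full effect; nearly all actives have a fitted effect of over 45% in size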
# HEK293 viab: reduces viability of HEK-293 SNCA reporter cells; HEK-293-SNCA-luc viability, GF-AFC fluorescence, 24 h; Potency, µM (highest dose often 57.1 µM), for the others: at the top dose activity change, negative = cytotoxicity, most hits filed as cytotoxic; 150,000 tested, 0.12% active;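 note: potency is the fitted concentration of half-maximal effect; 0% = DMSO-treated cells and -100% = medium-only wells without cells; nearly all actives have a fitted effect of over 30% in size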
#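 HEK-293-SNCA-luc cells (1500/well) plated 24 h, then exposed 24 h to a dilution series; GF-AFC added 30 min at 37C, fluorescence 405/540 nm; normalised to medium-only and DMSO wells, Hill fit.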
# IP6K1 inh: inhibitors of human IP6K1; Q92551; IP6K1 kinase, ADP-Glo luminescence, 2 h; stronger effect = lower value; activity change, % (series mostly up to about 58 µM); 140,000 tested, 0.81% active; AID 1645851; in the data active = activity change below about -25%
# Target sequence (Q92551 whole entry, looked up): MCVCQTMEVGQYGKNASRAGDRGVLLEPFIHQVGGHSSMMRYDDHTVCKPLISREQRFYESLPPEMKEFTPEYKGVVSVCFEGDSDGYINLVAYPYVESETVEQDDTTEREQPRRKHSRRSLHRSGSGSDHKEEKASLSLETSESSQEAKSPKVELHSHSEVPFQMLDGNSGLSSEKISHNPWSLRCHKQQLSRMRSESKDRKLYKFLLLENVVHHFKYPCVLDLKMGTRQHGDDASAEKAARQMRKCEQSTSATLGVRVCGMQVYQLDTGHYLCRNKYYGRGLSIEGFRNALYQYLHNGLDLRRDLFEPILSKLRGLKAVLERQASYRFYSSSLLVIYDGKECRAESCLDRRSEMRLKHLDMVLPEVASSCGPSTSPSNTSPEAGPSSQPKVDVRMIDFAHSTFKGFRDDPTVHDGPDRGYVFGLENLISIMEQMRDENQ
#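 ADP-Glo luminescence measures ADP made by human IP6K1 during a 2 h RT reaction with ATP/IP6 (mix at 1.3 mM/130 uM); top library doses 57.5 and 19.1 uM final.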
# Luciferase inh: Photinus pyralis luciferase inhibition | 76,000 tested, 2.5% active | P08659 | purified P. pyralis luciferase, luminescence, biochemical | Potency, µM (highest dose often 115 µM), for the others: at the top dose activity change, negative = inhibition, hits mostly inhibitors | AID 1347043; note: potency is the fitted concentration of half-maximal effect; nearly all actives have a fitted effect of over 65% in size
# Target sequence (P08659 whole entry, looked up): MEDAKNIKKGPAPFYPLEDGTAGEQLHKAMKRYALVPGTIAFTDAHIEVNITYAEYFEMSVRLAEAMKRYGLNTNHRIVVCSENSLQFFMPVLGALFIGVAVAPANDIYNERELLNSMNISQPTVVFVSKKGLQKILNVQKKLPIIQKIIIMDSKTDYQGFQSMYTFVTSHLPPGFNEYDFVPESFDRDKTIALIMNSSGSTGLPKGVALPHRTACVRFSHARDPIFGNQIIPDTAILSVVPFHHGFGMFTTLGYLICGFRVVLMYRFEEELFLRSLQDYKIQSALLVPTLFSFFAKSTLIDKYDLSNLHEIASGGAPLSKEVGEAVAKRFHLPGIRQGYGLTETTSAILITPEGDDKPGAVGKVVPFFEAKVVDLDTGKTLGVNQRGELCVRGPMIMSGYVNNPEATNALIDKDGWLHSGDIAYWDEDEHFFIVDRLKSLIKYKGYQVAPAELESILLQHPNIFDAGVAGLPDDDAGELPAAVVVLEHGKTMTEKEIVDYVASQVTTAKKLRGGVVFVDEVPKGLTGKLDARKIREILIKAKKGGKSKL
#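 Biochemical qHTS: compound (6-point titration) added to 10uM D-luciferin plus 10uM ATP in Tris acetate pH 7.5 buffer with Mg, Tween-20 and BSA, then purified enzyme at 10nM; light output imaged.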
# HEK293 tox: cytotoxic compounds in HEK 293 cells. Potency, µM (top dose mostly 115 µM), for the others: top-dose activity change, negative = cytotoxicity, actives largely listed as inhibitors. 94,000 tested, 6.6% active. HEK 293 viability, ATP luminescence (CellTiter-Glo), 48-72 h; note: potency is the fitted concentration of half-maximal effect; nearly all actives have a fitted effect of over 60% in size
#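 Luminescence from cellular ATP, measured with CellTiter-Glo, indicates HEK 293 viability. Cells plated at 250 cells/well are treated with compound for 48 or 72 hr at 37 degree Celsius before reagent addition.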
# 3T3 cytotox: NIH 3T3 cell cytotoxicity; NIH 3T3 viability, CellTiter-Glo ATP luminescence, 48-72 h; Potency, µM (top dose mostly 96.7 µM), for inactives: at the top dose activity change, negative = cytotoxicity, usual class: inhibitors; 94,000 tested, 4.3% active; AID 1345082; note: potency is the fitted concentration of half-maximal effect; nearly all actives have a fitted effect of over 55% in size
#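 Cytotoxicity is measured as loss of cellular ATP: NIH 3T3 cells (400/well) are exposed to compound for 48 or 72 hr at 37 °C, then CellTiter-Glo luminescence is imaged after 10 min at room temperature.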
# Numbers without * were called inactive; i = inactive; ? = inconclusive; nt = no result given; [ ] = remark or other dose. Unless noted, calls come from the whole dose curve; as a rule, active = well fitted curve in the direction sought with a large enough effect; inconclusive = small, poorly fitted or top-dose-only effect, or another doubt; inactive = no such curve, though single readings can be large; an effect the other way counts as inactive or inconclusive. Unless noted, % is set by controls: 0 for no effect and ±100 for the full control effect. Not all compounds are listed (hit frequency here may not be typical).
SMILES,GPT2 inh,SNCA expr inh,HEK293 viab,IP6K1 inh,Luciferase inh,HEK293 tox,3T3 cytotox
O=C(C1CC1)N1C[C@@H]2OCC(=O)N(Cc3ccc(F)cc3)[C@@H]2C1,-6%[88.5 µM],8%[87.6 µM],11%[87.6 µM],-7,-9%[172 µM],-3%[172 µM],-2%[138 µM]
Cc1ccc(-c2nn3c(-c4ccccc4C)nnc3c3ccccc23)cc1,nt,-17%,-10%,-3,nt,nt,nt
CCCCCn1c(=O)[nH]c2cc(C(=O)N3CCN(c4cccc(C(F)(F)F)c4)CC3)ccc2c1=O,nt,2%,-6%,-7,nt,nt,nt
Cc1cccc(CNC(=O)CCc2conc2-c2ccccc2)c1,i,2%,5%,17,-4%,?,-13%
Cn1ccnc1-c1cn(Cc2scnc2-c2ccccc2)nn1,0%,?,1%,12,2%,i,-14%
CC(C)CC(=O)O[C@@H]1OC=C(CO[C@@H]2O[C@H](CO)[C@@H](O)[C@H](O)[C@H]2O)[C@H]2[C@@H]3O[C@H]3[C@@](O)(CO)[C@@H]12,-2%[27.3 µM],nt,-4%[23.9 µM],9,nt,nt,nt
CC1(CNc2ccccc2)COc2ccc(C(=O)NCc3ccc(F)cc3)cc2N1 (stereo not given),0%[88.5 µM],-28%[87.6 µM],?,3,-2%[172 µM],71µM*,45µM*
CC1CCN(c2cc(NC(=O)c3ccccc3)ncn2)CC1,i,nt,-8%,-2,nt,nt,nt
CCn1cc(-c2ccccc2)cc1C(=O)NCc1ccncc1,i,-16%,1%,16,-4%,?,?
COc1ccccc1-c1c(C(F)(F)F)oc2c(CN3CCCCC3C)c(O)ccc2c1=O (stereo not given),nt,19%,-15%,-1,nt,nt,nt
O=C(C1CC=CCC1)N1CCC(Oc2ccccc2F)(C(=O)O)CC1 (stereo not given),2%,15%,6%,-10,8%,1%,i
COc1cccc(-c2cc3c(=O)n(CCNC(=O)Cc4ccc(F)cc4)ccn3n2)c1,i,21%,-2%,-6,7.9µM*,-10%,-10%
Cn1nc(-c2nncn2CC2CC2)c2c1CCN(C(=O)c1ccncc1)C2,2%,4%,19%,-14,0%,4%,-3%
COc1ccc(C2CC(=O)N3CN(C4CCCCC4)CSC3=C2C#N)c(OC)c1 (stereo not given),nt,-23%,-2%,-9,nt,nt,nt
CSc1cccc(NC(=O)Cn2c(-c3cnccn3)nc(C)c(CCO)c2=O)c1,i,0%,-1%,-3,-6%,-21%,-14%
CCC1(N2CCN(C(=O)c3sccc3C)CC2)CCN(S(C)(=O)=O)C1 (stereo not given),3%,22%,-5%,-4,-23%,0%,-14%
O=C(NCc1ccc(C(F)(F)F)cc1)C1CCCN(c2nccc(Nc3ccccc3F)n2)C1 (stereo not given),i,-10%,5%[12.5 µM],-5,nt,?,32µM*
CCC(=O)N1CCc2cc(Br)cc(S(=O)(=O)CCC(=O)Nc3cccc(CC)c3)c21,nt,1%,-12%,16,nt,nt,nt
O=C(NCc1ccc(F)c(F)c1)c1nc2sccn2c1-c1ccc(F)cc1,-15%,-12%,-9%,15,nt,?,?
COc1ccccc1CC(=O)N1CCC(c2n[nH]c(=O)n2Cc2ccc(F)cc2)CC1,1%,?,-7%,4,12%,8%,-7%
Cc1noc(C)c1CCC(=O)N1CCc2nn(CC#N)c(=O)n2CC1,-11%,4%,6%,-18,10%,-4%,5%
COc1ccc2cc1Nc1ccc(cc1)C[C@H](NCc1ccc3c(c1)CCO3)C(=O)N(C)[C@H](C(=O)NCCC(C)C)C2,-3%,-14%,?,42,8%,?,?
c1cc2c(cc1CN1CCOCC1)CNCCO2,4%,-11%,9%,4,-5%,i,-10%
CC(=O)N1CC[C@H](c2nc3ccc(C(F)(F)F)cc3[nH]2)C1,-11%[88.5 µM],0%[87.6 µM],2%[87.6 µM],-4,-20%[172 µM],-9%[172 µM],?
CC(C)(C)C(=O)Nc1ccc2nc(SCC(=O)N3CCOCC3)sc2c1,nt,30%,0%,13,nt,nt,nt

# Laid out differently: two of the compounds above
# Each structure is followed by: GPT2 inh | SNCA expr inh | HEK293 viab | IP6K1 inh | Luciferase inh | HEK293 tox | 3T3 cytotox
- CC1CCN(c2cc(NC(=O)c3ccccc3)ncn2)CC1
    i | nt | -8% | -2 | nt | nt | nt
- CCn1cc(-c2ccccc2)cc1C(=O)NCc1ccncc1
    i | -16% | 1% | 16 | -4% | ? | ?

# Later entries.
SMILES,GPT2 inh,SNCA expr inh,HEK293 viab,IP6K1 inh,Luciferase inh,HEK293 tox,3T3 cytotox
CN(C)S(=O)(=O)N1CCN(C(=O)C2CC(=O)N(c3n[nH]c4ccccc34)C2)CC1 (stereo not given),-2%,0%,7%,21,-2%,-3%,i
Cc1ccc2c(C(=O)N(C)C)cnn2c1,3%[88.5 µM],5%[87.6 µM],0%[87.6 µM],0,-1%[230 µM],i,-2%[174 µM]
Clc1cccc(N2CCN(c3c4c(nc5nncn35)CCC4)CC2)c1,nt,-3%,10%,-2,nt,nt,nt
CCn1c(=O)c2cc(C(=O)NCCCN3CCC(C)CC3)sc2c2ccccc21,nt,32%[activator],-2%,23,nt,nt,nt
N#Cc1cccc(OCc2nc3c(n2Cc2ccccc2)C(=O)N(Cc2ccccc2F)CCN3)c1,i,?,?,-5,-6%,?,28µM*
COc1ccc(C(=O)Nc2cc(C3CCCC3)nn2C)cc1,i,-13%[87.6 µM],-15%[87.6 µM],-5,nt,100µM*,?
CCc1ocnc1C(=O)N1CCC2(CCC(=O)N(CCc3cnc[nH]3)C2)CC1,1%,3%,2%,-5,8%,-6%,-4%
CCN(CCO)C(=O)[C@H]1C[C@@](CC)(C(=O)O)N(C)[C@H]1c1ccc(OC)cc1,-3%,-24%,-3%,0,4%,4%,-4%
Cc1noc(C)c1C(=O)N1Cc2ccccc2CC2(CCN(C)C2)C1 (stereo not given),i,-23%,-26%,0,nt,79µM*,79µM*
O=C(NC1CCN(Cc2ccccc2)CC1)c1cc2n(n1)CC(c1ccc(Cl)cc1)OC2 (stereo not given),-7%,?,-15%,-6,-4%,?,?
CCC(=O)N1CCc2cc(Br)cc(S(=O)(=O)CCC(=O)N3CCN(c4ccccc4OC)CC3)c21,nt,3%,1%,-27*,nt,nt,nt
Cc1noc(C)c1-c1ccc2c(n1)CN(Cc1ccc(F)cc1)C(=O)CO2,5%[88.5 µM],4%[87.6 µM],2%[87.6 µM],2,-8%[172 µM],?,?
CCCCN1C(=O)c2ccccc2C(C(=O)Nc2nc(C)cs2)C12CCCC2 (stereo not given),i,-29%,-10%,9,0%,-16%,-2%
O=C1CN(C(=O)OCc2ccccc2)CC(O)CN1Cc1ccc2c(c1)OCO2 (stereo not given),nt,nt,nt,23,nt,-26%,?
COc1ccc(NC(=O)C(C)Sc2cc(-c3ccccc3)nc(C)n2)cc1Cl (stereo not given),nt,7%,-16%,-11,nt,nt,nt
COc1cc(OC)cc(C(=O)NCC2CCCN(C/C=C/c3ccccc3OC)C2)c1 (stereo not given),-17%,?,-30%,3,3%,?,?
COC(=O)c1ccccc1NC(=O)Cn1nnc2sc(-c3ccccc3)cc2c1=O,nt,34%[activator],11%,-8,nt,nt,nt
C=CCNC(=O)N[C@H]1CCN(C(=O)C=C(C)C)[C@@H]1C(=O)N[C@H](Cc1ccccc1)C(N)=O,-9%,-3%,3%,9,3%,4%,-9%
CC(C)OC(=O)c1c(-c2ccccc2)c(-c2ccccc2)nn(C)c1=O,nt,?,-23%,0,nt,nt,nt
Cc1cccc(C(c2sc3nc(-c4ccco4)nn3c2O)N2CCN(c3ccccc3)CC2)c1 (stereo not given),nt,-15%,0%,0,nt,nt,nt
COc1cccc(C(=O)N2CCc3c([nH]c4ccccc34)C2c2ccc(SC)cc2)c1 (stereo not given),nt,-12%,0%,49,nt,nt,nt
CCNC(=O)C1C(c2cccc(NC(=O)c3ccc(C)cc3)c2)OC(=O)N1Cc1ccc(F)cc1 (stereo not given),i,167%[activator],-8%,-8,2.2µM*,?,?
O=C(O)CCC(=O)Nc1ccc(S(=O)(=O)Nc2nccs2)cc1,i,49%[25.6 µM],77%[23.9 µM],15,nt,nt,nt
COc1ccc(-c2nc3c(c(=O)[nH]2)CCN(C(=O)NCC2CCCO2)C3)cc1 (stereo not given),i,?,10%,10,-5%,6%,i
FC(F)Oc1ccccc1CN1CCCC12CCN(c1ncccn1)CC2,i,0%,0%,-3,1%,-20%,-14%

# Individual results from above:
# For Luciferase inh, Cn1ccnc1-c1cn(Cc2scnc2-c2ccccc2)nn1 has 2%
# For IP6K1 inh, CCC(=O)N1CCc2cc(Br)cc(S(=O)(=O)CCC(=O)Nc3cccc(CC)c3)c21 has 16
# For SNCA expr inh, CCNC(=O)C1C(c2cccc(NC(=O)c3ccc(C)cc3)c2)OC(=O)N1Cc1ccc(F)cc1 (stereo not given) has 167%[activator]
# For IP6K1 inh, CC(=O)N1CC[C@H](c2nc3ccc(C(F)(F)F)cc3[nH]2)C1 has -4

# Other compounds.
SMILES,GPT2 inh,SNCA expr inh,HEK293 viab,IP6K1 inh,Luciferase inh,HEK293 tox,3T3 cytotox
Cn1ccnc1CN[C@@H]1CO[C@H](CNC(=O)CC(C)(C)C)[C@H]1O,1%[88.5 µM],1%[87.6 µM],-6%[87.6 µM],3,-3%[172 µM],-11%[172 µM],-9%[174 µM]
O=C(c1ccc(=O)[nH]c1)N1C[C@@H](CO)[C@H](c2ccccn2)C1,i,-2%,-12%,0,3%,0%,i
CCN(CC)S(=O)(=O)c1ccc2c(c1)N(CC(=O)Nc1c(C)cccc1C)C(=O)C1CCCN21 (stereo not given),nt,-2%,10%,3,nt,nt,nt
COCCn1ncc(N2CCCC(CC(=O)NCc3cccc(F)c3)C2)cc1=O (stereo not given),-19%,-3%,4%,9,2%,9%,0%
Cc1cc(S(=O)(=O)N2CCN(Cc3noc(CCC(=O)N4CCCCC4)n3)CC2)ccc1F,nt,5%,2%,-6,nt,nt,nt
CCOc1ccc(CNC(=O)C2Cc3cc(S(=O)(=O)N4CCCCCC4)ccc3N2C(C)=O)cc1 (stereo not given),nt,7%,4%,-7,nt,nt,nt
Cc1ccsc1C(=O)N1CCC(c2nc(CCOc3ccc(F)cc3)no2)C1 (stereo not given),5%,-1%,10%,9,nt,?,?
O=C(Cc1ccc(F)cc1)NC1CCN(Cc2ccc(-c3ccsc3)cc2)C1 (stereo not given),-2%,-16%,5%,5,nt,?,?

# Complete entries as entered above. Order of values: GPT2 inh	SNCA expr inh	HEK293 viab	IP6K1 inh	Luciferase inh	HEK293 tox	3T3 cytotox
# O=C(c1ccc(=O)[nH]c1)N1C[C@@H](CO)[C@H](c2ccccn2)C1 in the list: i	-2%	-12%	0	3%	0%	i
# CC1CCN(c2cc(NC(=O)c3ccccc3)ncn2)CC1 in the list: i	nt	-8%	-2	nt	nt	nt
# COc1cccc(-c2cc3c(=O)n(CCNC(=O)Cc4ccc(F)cc4)ccn3n2)c1 in the list: i	21%	-2%	-6	7.9µM*	-10%	-10%
